# Bioassay records (PubChem)
# PAFAH2 inh = PAFAH2 enzyme inhibitors, primary screen, biochemical, fluorescence polarization, human. 340,000 compounds, 0.99% hits. inhibition, % at 3.39 µM. Platelet-activating factor acetylhydrolase 2, cytoplasmic (Homo sapiens), Q99487. recombinant PAFAH2, FP-rhodamine activity probe;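 active = inhibition above the mean over all tested compounds plus 3 SD, cut at about 30% in these data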;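 note: inhibitors block probe labeling of enzyme so polarization drops; 0% = enzyme with DMSO and 100% = wells lacking PAFAH2 protein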
# PAFAH1B3 FP inh = PAFAH1B3 enzyme inhibitors, primary screen, biochemical, fluorescence polarization, human; recombinant PAFAH1B3, FP-rhodamine probe; 340,000 compounds, 0.28% hits; inhibition, % at 3.39 µM; AID 492972, 2010;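 active = inhibition above the screen-wide average of all tested compounds plus 3 SD, cut at about 25% in these data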;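 note: 0% = enzyme with DMSO only and 100% = wells lacking PAFAH1B3 protein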
# Target sequence (Q15102 whole entry, looked up): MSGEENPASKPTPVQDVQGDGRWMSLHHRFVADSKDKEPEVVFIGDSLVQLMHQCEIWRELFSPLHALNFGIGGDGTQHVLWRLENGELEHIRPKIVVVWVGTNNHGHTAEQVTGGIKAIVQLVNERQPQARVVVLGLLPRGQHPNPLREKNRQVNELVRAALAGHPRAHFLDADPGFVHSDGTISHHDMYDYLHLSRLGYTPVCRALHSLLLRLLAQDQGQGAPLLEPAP
# GSTO1 counter = inhibitors of recombinant GSTO1, primary screen, counter-screen for RBBP9 inhibitor project, biochemical, fluorescence polarization; 300,000 compounds, 1.1% hits; activity-based probe fluorescence polarization; inhibition, % at 5.96 µM; Glutathione S-transferase omega-1 (Homo sapiens), P78417; AID 1974, 2009;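 active = inhibition above the campaign mean inhibition plus 3 SD, cut at about 35% in these data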;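 note: 0% = GSTO1-1 with DMSO and 100% = wells lacking GSTO1-1 enzyme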
# Target sequence (P78417 whole entry, looked up): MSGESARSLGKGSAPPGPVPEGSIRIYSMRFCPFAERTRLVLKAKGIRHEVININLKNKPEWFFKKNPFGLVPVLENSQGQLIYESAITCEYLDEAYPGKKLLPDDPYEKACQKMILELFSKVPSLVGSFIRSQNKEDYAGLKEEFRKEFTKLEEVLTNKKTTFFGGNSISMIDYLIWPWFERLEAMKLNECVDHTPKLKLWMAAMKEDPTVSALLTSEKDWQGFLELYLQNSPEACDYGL
# pPAFAH FP inh = pPAFAH enzyme inhibitors, primary screen, biochemical, fluorescence polarization, human | Platelet-activating factor acetylhydrolase (Homo sapiens), Q13093 | recombinant pPAFAH, FP-rhodamine probe fluorescence polarization | inhibition, % at 3.39 µM | 330,000 compounds, 1.5% hits;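 active = inhibition above the mean inhibition across the screen plus 3 SD, cut at about 25% in these data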;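 note: inhibitors block binding of the rhodamine activity-based probe so polarization drops; 0% = enzyme with DMSO and 100% = wells lacking pPAFAH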
# LYPLA1 inh = LYPLA1 inhibitors, primary screen, counter-screen for PME1 inhibitor project, biochemical, fluorescence polarization, FP-Rh probe ABPP; Acyl-protein thioesterase 1 (Homo sapiens), O75608; recombinant LYPLA1; inhibition, % at 5.9 µM; 320,000 compounds, 0.16% hits;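 active = inhibition above the mean of all tested compounds plus 3 SD, set per campaign, cut at about 14% in these data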;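 note: inhibitors block serine hydrolase probe labeling of LYPLA1 so polarization falls; 0% = enzyme with DMSO and 100% = wells lacking LYPLA1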
# Target sequence (O75608 whole entry, looked up): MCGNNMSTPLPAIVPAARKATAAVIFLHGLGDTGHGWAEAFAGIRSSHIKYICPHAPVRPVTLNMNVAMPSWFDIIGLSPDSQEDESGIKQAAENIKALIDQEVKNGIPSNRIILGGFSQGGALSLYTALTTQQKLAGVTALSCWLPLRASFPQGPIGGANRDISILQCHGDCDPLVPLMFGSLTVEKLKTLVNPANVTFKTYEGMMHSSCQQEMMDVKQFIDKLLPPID
# LYPLA2 counter = LYPLA2 inhibitors, primary screen, counter-screen for PME1 inhibitor project, biochemical, fluorescence polarization, FP-Rh probe ABPP; recombinant LYPLA2; inhibition, % at 5.9 µM; Acyl-protein thioesterase 2 (Homo sapiens), O95372; 320,000 compounds, 0.38% hits;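 active = inhibition above the screen-wide mean plus 3 SD, limit set per campaign, cut at about 26% in these data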;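 note: 0% = LYPLA2 with DMSO and 100% = wells lacking LYPLA2 enzyme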
# Target sequence (O95372 whole entry, looked up): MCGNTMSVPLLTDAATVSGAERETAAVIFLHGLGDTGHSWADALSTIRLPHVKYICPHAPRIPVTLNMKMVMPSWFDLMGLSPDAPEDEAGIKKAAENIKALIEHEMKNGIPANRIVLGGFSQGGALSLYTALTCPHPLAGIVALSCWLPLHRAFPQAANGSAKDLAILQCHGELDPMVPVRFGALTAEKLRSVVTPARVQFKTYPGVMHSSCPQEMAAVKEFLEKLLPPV
# PREPL inh = PREPL enzyme inhibitors, primary screen, biochemical, fluorescence polarization. inhibition, % at 5.96 µM. recombinant PREPL, fluorescence polarization activity-based probe. Prolyl endopeptidase-like (Homo sapiens), Q4J6C6. 320,000 compounds, 0.68% hits; in the data active = inhibition above about 43%;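 note: 0% = enzyme with DMSO and 100% = wells lacking enzyme; many of its hits are not listed in these tables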
# PAD4 inh = human PAD4 inhibitors, primary screen, biochemical, fluorescence polarization, 1536-well format; Protein-arginine deiminase type-4 (Homo sapiens), Q9UM07; recombinant PAD4, RCA probe fluorescence polarization; inhibition, % at 6.36 µM; 330,000 compounds, 0.41% hits; AID 485272, 2010;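 active = percent inhibition above a cutoff equal to the mean of all tested compounds plus 3 SD, cut at about 15% in these data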;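 note: 0% = PAD4 with RCA probe and DMSO and 100% = probe without PAD4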
# PAFAH1B2 inh = PAFAH1B2 enzyme inhibitors, primary screen, biochemical, fluorescence polarization, human; Platelet-activating factor acetylhydrolase IB subunit alpha2 (Homo sapiens), P68402; recombinant PAFAH1B2, FP-rhodamine activity probe; AID 492953, 2010; inhibition, % at 3.39 µM; 340,000 compounds, 1.2% hits;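 active = inhibition above the mean of all tested compounds plus 3 SD, cut at about 24% in these data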;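 note: 0% = enzyme with DMSO and 100% = wells lacking PAFAH1B2; many of its hits are not listed in these tables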
# Starred values were filed as active, the others as inactive; / = not tested or not shown. These rows are one share of the data (hit frequency here may not be typical).
Structure,PAD4 inh,GSTO1 counter,pPAFAH FP inh,PAFAH1B2 inh,LYPLA2 counter,PREPL inh,PAFAH2 inh,LYPLA1 inh,PAFAH1B3 FP inh
CCCn1c(=O)c2ccccc2n2c(SCCOc3ccc(OC)cc3)nnc12,1,2,-5,-1,-11,23,4,0,4
Cc1ccc2nc(SCC(=O)Nc3ccc(F)cc3F)nc(=O)n2c1,2,2,0,10,2,2,-1,2,2
COc1cc2c(cc1OC)C(=S)NC1(CCCC1)C2,-6,4,3,4,-1,-7,0,0,1
c1ccc(-c2cc(-c3ccncc3)nc3ccc4ccccc4c23)cc1,-5,-1,11,-1,0,-3,-1,3,3
O=C(c1ccco1)N1CCN(C(=O)c2ccc(CS(=O)c3ccc(F)cc3)o2)CC1 (stereo unspecified),3,-2,5,-4,-7,1,1,-4,-5
Cc1c(NS(=O)(=O)c2ccc3c(c2)c(=O)n(C)c(=O)n3C)c(=O)n(-c2ccccc2)n1C,3,-3,15,4,0,1,-3,-2,6
CC(=O)N[C@@H](Cc1ccc(O)cc1)CN1C(N)=NC[C@@H]1CC(C)C,-5,-1,1,1,-1,5,-7,-1,4
CCN(CC)c1ccc(/C=N/N2CCOCC2)c(O)c1,-9,-4,-4,3,-8,-6,-5,-4,0
CCC(C)c1ccc(NC(=S)NC2CCN(Cc3ccccc3)CC2)cc1 (stereo unspecified),-4,3,1,2,3,6,-7,-3,-3
COC(c1ccc(Cl)cc1)(c1ccc(Cl)cc1)C(Oc1nc(C)cc(C)n1)C(=O)O (stereo unspecified),-1,6,-2,6,0,10,6,-2,8
Cc1sc(NC(=O)CN(Cc2ccc(F)cc2)C(=O)C(C)(C)C)c(C(N)=O)c1C,-2,6,0,5,-4,8,0,-5,0
CCOc1ccc(-n2cc(-c3ccccc3)c3c(N4CCOCC4)ncnc32)cc1,-3,6,13,3,-3,14,6,3,6
COc1ccc(/C=N/NC(=O)c2ccc(-c3ccccc3)cc2)cc1O,-2,-7,8,-1,-2,13,-4,-7,-12
Cc1cccc(C)c1NC(=O)C1CCCN1S(=O)(=O)c1ccc(-c2ccc(=O)[nH]n2)s1 (stereo unspecified),5,0,5,3,-6,4,-1,-4,11
O=C1c2ccccc2C(Nc2ccc(-c3nc4ccccc4[nH]3)cc2)N1Cc1ccco1 (stereo unspecified),-5,-2,11,-1,-5,25,0,-9,-7
COc1cc(CCC(=O)Nc2ccc(S(=O)(=O)NC3=NCCCCC3)cc2)cc(OC)c1OC,-1,1,11,4,7,6,-10,2,6
Cc1cc2c(cc1S(=O)(=O)N1CCN(c3cccc(C)c3C)CC1)OCCN2C,0,-3,5,2,-1,20,4,-3,7
CSc1ncccc1C(=O)OCn1nnc2ccccc2c1=O,0,-4,2,-7,5,-3,12,0,-1
CCOc1cc(/C=C/c2cc(C(=O)O)c3ccccc3n2)ccc1O,-4,5,2,3,-7,2,-9,-4,8
COc1ccc(CN2CCC(Oc3ccc(C(=O)N4CCCC4)cc3)CC2)c(F)c1,3,0,7,3,-2,3,5,-2,-2
CNc1c(NS(=O)(=O)c2ccc(F)cc2)c(=O)oc2ccccc12,-2,-2,4,-6,-2,-8,3,-1,3
Cc1cc(C(=O)CSc2ccc3c(c2)OCCO3)c(C)n1C1CC1,0,6,-6,1,4,5,-5,-1,2
COc1ccc2c(c1)nc(NCCCO)n2Cc1ccccc1,5,-2,-10,5,0,1,3,0,8
CC(C)C(NS(=O)(=O)c1cccs1)C(=O)N1CCC(C(N)=O)CC1 (stereo unspecified),-3,/,1,-5,5,3,-6,1,4
COc1ccc(OCC(=O)Nc2ccc3c(c2)nc(CCn2ccccc2=O)n3C)cc1,-1,4,7,3,3,16,-1,4,6
O=C(Nc1ccc(N2CCCCC2)c(C(=O)O)c1)c1ccco1,-3,-3,3,5,2,4,-1,3,-2
CN(C)CCNc1nc2c(c(=O)[nH]c(=O)n2C)n1CC(O)COc1ccc(Cl)cc1Cl (stereo unspecified),1,1,7,-1,13,39,-4,4,6
CCC/C(=N\NC(=O)c1csc(C)c1C)c1cccs1,-4,3,3,6,-4,7,-5,2,1
Cc1cc(S(=O)(=O)NCCCn2ccnc2)c(C)cc1Cl,2,2,1,1,-5,6,7,0,4
O=C(CSc1nnc(CNC(=O)c2ccco2)o1)NC1CCCC1,2,7,3,3,1,2,4,-2,-1
COc1ccc(N(C(=O)c2ccco2)C(C(=O)NC2CCCC2)c2ccc(N(C)C)cc2)cc1 (stereo unspecified),3,1,3,0,4,0,3,3,7
CCCc1[nH]n(-c2ccc([N+](=O)[O-])cc2)c(=O)c1C=NCCCn1ccnc1,0,2,1,0,-4,-8,-2,-1,14
CN(C)C(=O)CSc1nnc(-c2cccs2)n1-c1ccccc1,5,1,4,7,6,1,4,0,2
CCCCN(C)CCNC(=O)C1CCN(S(=O)(=O)c2cccc3nsnc23)CC1,-4,5,-1,5,-14,0,-1,-2,7
COCCN(Cc1ccc(C)c(Br)c1)C(=O)Cn1cnc(S(=O)(=O)N2CCCC2)c1,-5,8,2,0,0,-17,0,0,0
CN(C)c1ccc(C(=S)N2CCOCC2)cc1,-3,5,6,-1,-1,0,4,-1,6
S=C(Nc1ccccc1Cl)N1CCCC(c2ccccc2)=N1,3,-1,1,-1,-5,18,-3,-2,-1
CN(C(=O)CSc1nnc(-c2ccc(F)cc2)n1C)C1CCS(=O)(=O)C1 (stereo unspecified),-1,/,2,-2,/,22,6,/,-4
COc1cc2c(cc1NC(=O)CSc1nnc(COc3ccc(Cl)cc3)n1C)oc1ccccc12,3,4,1,-1,-10,12,-2,-9,1
Cc1ccnc(NS(=O)(=O)c2ccc(NC(=O)Cc3ccccc3)cc2)n1,1,3,8,3,-1,11,-2,-6,2
O=C(COc1ccccc1)Nc1ccccc1F,-1,-3,4,3,3,3,2,-1,10
O=C(Cn1ncc2c3ccccc3n(Cc3ccccc3)c2c1=O)NCCCN1CCCC1=O,6,0,5,5,2,3,2,3,11
CCN(CC(=O)Nc1c(F)cccc1F)C(=O)c1csc2c1CCCC2,-1,16,-2,2,4,18,5,-3,5
CCOc1cc(C2C(C(=O)OC)=CN(C3CCCC3)C=C2C(=O)OC)cc(Br)c1O,-6,4,3,-1,-5,-1,-3,-3,-1
COc1ccccc1CNC(=O)COC(=O)c1cccs1,-4,/,4,5,/,19,60*,/,4
C=CC(=O)Nc1sc2c(c1C(N)=O)CCCC2,0,11,-3,-1,6,4,3,2,32*
Cc1cccc(C)c1NC(=O)c1sc(Cl)nc1C,0,-1,6,1,-5,4,9,1,2
Cc1ccc(-c2c[n+](Cc3ccc(Cl)cc3)c3n2CCC3)cc1,6,1,5,4,1,14,-4,-1,5
Cc1ccc(S(=O)(=O)N(CC(=O)N2CCCCC2)c2cccc(C)c2)cc1,-1,8,3,3,-1,13,2,-2,-2
C#CCn1cnc2c(oc3ccccc32)c1=O,2,0,-3,4,3,-4,1,-1,0
Fc1cccc(F)c1-c1nc2c(s1)CCc1onc(-c3ccc(Br)cc3)c1-2,-1,14,10,1,-1,1,-6,0,9
Oc1ccc2ccccc2c1CNc1ccc(Br)cc1,2,-2,4,/,4,2,/,-2,/
O=C(c1ccc(Cn2cc(Cl)cn2)cc1)N1CCN(c2ccccc2)CC1,2,0,5,6,14,10,0,3,8
Cc1ccc(Nc2nnc(SCC(=O)Nc3cccc(S(=O)(=O)NC4=NCCCCC4)c3)s2)cc1,3,0,4,3,-9,20,-9,-2,2
COc1cc(OC)cc(-c2nnc(Nc3nc4c(F)cccc4s3)o2)c1,-6,17,24,11,2,4,36*,3,13
CCCOc1cccc(NC(=O)c2cc(C)oc2C)c1,2,-2,-3,1,-4,11,-2,-2,0

# Continuation:
Structure,PAD4 inh,GSTO1 counter,pPAFAH FP inh,PAFAH1B2 inh,LYPLA2 counter,PREPL inh,PAFAH2 inh,LYPLA1 inh,PAFAH1B3 FP inh
Cc1cc(C)nc(SCCCNCc2ccc(Br)cc2)n1,-1,6,5,4,3,7,-3,5,10
CCn1c2ccccc2c2cc(/C=N/n3cn[nH]c3=S)ccc21,-8,1,11,0,1,10,-2,-1,1
Cc1ccc(CNC(=O)CCNC(=O)c2ccco2)cc1,1,11,5,-2,-3,-10,-4,4,6
COc1ccc(/C=N/NC(=O)CSc2ccccn2)cc1OC,0,-2,3,4,0,-3,2,5,6
COc1ccc(NC(=O)CCn2nc(C)cc2C)cc1,-2,10,-7,2,-6,19,0,1,6
COc1ccccc1Nc1ncccc1C(=O)O,-1,8,1,0,9,11,-5,2,6
O=C(CN1CCN(c2ccc([N+](=O)[O-])cc2)CC1)Nc1nccs1,1,6,-2,3,8,8,-5,-1,5
Cc1cc(C)c(C)c(S(=O)(=O)N2CCN(C(=S)NCC3CCCO3)CC2)c1C (stereo unspecified),1,7,5,3,-7,4,7,-1,6
Cc1ccc(CNC(=O)C2CCN(S(=O)(=O)c3cccs3)CC2)cc1,0,-1,-2,3,6,-1,-3,2,7
COc1ccc(C(=O)Nc2c3c(nn2C(C)(C)C)CS(=O)(=O)C3)cc1OC,-1,1,-6,1,0,16,6,-3,8
Cc1ccc(N2C(=O)CC(NNc3nc4ccccc4s3)C2=O)cc1C (stereo unspecified),-3,15,3,6,7,13,4,0,0
COc1cc2cccc(OC)c(=O)c2c(O)c1OC,3,0,-7,3,-5,13,11,-2,7
COc1cccc(N(CC(=O)NCCN2CCOCC2)S(=O)(=O)c2ccccc2)c1,-3,3,-8,1,4,-8,6,-2,4
CCOC(=O)Cn1nc(C)c(NC(=O)COc2ccc([N+](=O)[O-])cc2)c1C,-6,-1,1,-1,3,8,-2,0,1
Cc1ccc(NC(=O)Cn2ccc([N+](=O)[O-])n2)cc1Cl,1,4,4,8,12,7,5,2,12
Cc1nc2ccc([N+](=O)[O-])cc2c(=O)n1Cc1ccc(Cl)cc1,2,8,1,4,3,-4,-2,1,7
Cc1ccc(S(=O)(=O)c2cc3c(=O)n4ccccc4nc3n(C)c2=N)cc1,1,3,-2,4,-10,-2,0,-7,12
Cc1[nH]n(C)c(=O)c1N=Nc1ccc(S(C)(=O)=O)cc1,-2,4,1,1,2,1,2,1,4
COc1ccc(C2(CNC(=O)Cc3ccccc3)CCCC2)cc1OC,2,3,5,2,-2,0,5,1,2
